# Screening results deposited in PubChem BioAssay by National Center for Advancing Translational Sciences (NCATS).
# KinaseGlo FLuc: blocks Kinase-Glo luciferase, a counter-screen artifact; Q27757; Kinase-Glo luciferase, ATP luminescence, 8 min; Potency, µM (titrated, usually from 38.3 µM), for inactives: top-dose activity change, negative = inhibition, actives largely listed as inhibitors; 200,000 compounds, 0.28% hits; AID 1379; further: potency means the concentration at half of the fitted maximal effect; on the % scale 0 is the no-effect control and ±100 the full control effect; nearly all actives have a fitted effect of over 60% in size
#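 Luminescence was the read-out, taken after 8-minute incubation at ambient temperature. Luciferase turned over luciferin with 10 uM ATP in imidazole pH 7.2 buffer containing KCl, MgCl2, Tween 20 and BSA.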
# IMPase Li cell: cell-permeable IMPase inhibitors with lithium potentiation; Potency, µM (highest dose often 59.4 µM), for the others: at the top dose activity, negative = IMPase inhibition, most hits filed as inhibitors; 210,000 compounds, 0.35% hits; CHO-M1 cells, IP1 TR-FRET (IP-One), carbachol + lithium; AID 1457;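 further: IP1 builds up when IMPase is blocked and the TR-FRET signal falls; potency means the concentration at half of the fitted maximal effect; plate controls were basal vehicle for no effect and high inhibitor control for full effect; nearly all actives have a fitted effect of over 50% in size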
#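 Steps: plate 2000 CHO-M1 cells per well and culture 16–30 h; add compound and lithium; incubate 30 min, 37C; add d2-IP1 tracer and Eu cryptate anti-IP1 antibody in lysis buffer; read after 10 min at room temperature.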
# CBFb-RUNX1 inh: blocks binding between human CBF-beta and RUNX1 | AID 1477 | Q01196+Q13951 | Potency, µM (doses to about 59.8 µM), without a hit: at the highest dose activity, negative = inhibition, hits mostly inhibitors | 230,000 tested, under 10 active | AlphaScreen CBFb-His/RUNX1-biotin binding, biochemical; further: % of control where 0% means no effect
# Target sequence (Q01196 whole entry, looked up): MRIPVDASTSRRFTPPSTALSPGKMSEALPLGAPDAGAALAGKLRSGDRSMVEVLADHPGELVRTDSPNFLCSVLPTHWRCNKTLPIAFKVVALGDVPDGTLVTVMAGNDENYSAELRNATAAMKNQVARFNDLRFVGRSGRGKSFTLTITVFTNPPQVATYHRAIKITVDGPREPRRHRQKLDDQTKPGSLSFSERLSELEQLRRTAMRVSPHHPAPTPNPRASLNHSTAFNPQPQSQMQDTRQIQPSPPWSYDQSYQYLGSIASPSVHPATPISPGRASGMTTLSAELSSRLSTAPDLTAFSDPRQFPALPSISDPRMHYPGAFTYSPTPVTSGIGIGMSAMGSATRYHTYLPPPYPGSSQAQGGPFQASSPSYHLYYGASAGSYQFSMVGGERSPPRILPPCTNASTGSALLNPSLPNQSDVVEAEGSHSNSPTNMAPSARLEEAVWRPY
# Target sequence (Q13951 whole entry, looked up): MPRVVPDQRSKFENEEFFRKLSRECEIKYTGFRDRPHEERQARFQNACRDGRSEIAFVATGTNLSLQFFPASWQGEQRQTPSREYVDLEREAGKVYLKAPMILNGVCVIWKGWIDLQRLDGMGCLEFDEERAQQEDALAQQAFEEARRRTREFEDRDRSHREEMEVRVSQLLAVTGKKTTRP
#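 Compounds were screened at multiple concentrations against a preformed CBF-beta(His)/RUNX1(biotin) complex (30 nM of each) for 15 min at room temperature, followed by 90 min with nickel and streptavidin beads and AlphaScreen reading.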
# HttQ103 aggreg: mutant huntingtin aggregation inhibition; Potency, µM (highest dose often 46.1 µM), without a hit: at the top dose activity change, negative = inhibition, actives largely listed as inhibitors; PC12 HttQ103-GFP aggregates, Acumen cytometry, 40 h; 220,000 compounds, 1.1% hits; further: potency means the concentration at half of the fitted maximal effect; on the % scale 0 is the no-effect control and ±100 the full control effect; nearly all actives have a fitted effect of over 60% in size
#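 Aggregate formation scored by laser-scanning cytometer (488 excitation, 500–530 emission) in lysed PC12 cells expressing Q103-GFP after 100 nM tebufenozide induction; library tested in dose series, with ATPLite reagent added in the multiplex.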
# Epigenetic reg: epigenetic control regulation, reporter derepression | 280,000 compounds, 0.2% hits | Potency, µM (titrated, usually from 53.9 µM), for the others: at the highest dose GFP activation, hits mostly activators | murine LDR cells, GFP reporter derepression, 30 h; further: potency means the concentration at half of the fitted maximal effect; % of control where 0% means no effect; nearly all actives have a fitted effect of over 60% in size
#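 Readout is the number of GFP-expressing murine LDR cells, counted by cytometry following washing. Cells were treated with compound for 30 h at 37 C; the stably integrated CMV-GFP locus is normally silent.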
# An asterisk follows results filed as active; ? = inconclusive; · = no result given; & = joins results of further samples; [ ] = remark or other dose. The call rests on the fitted dose curve; in most records, active means well fitted curve in the direction sought with a large enough effect; inconclusive means small, poorly fitted or top-dose-only effect, or another doubt; inactive means no such curve, though single readings can be large; an effect the other way counts as inactive or inconclusive. Only part of the results is shown (hit frequency here may not be typical).
SMILES,KinaseGlo FLuc,IMPase Li cell,CBFb-RUNX1 inh,HttQ103 aggreg,Epigenetic reg
C=Cc1ccc(C=C)cc1,·,5.8%,-11.7%[21.7 µM],·,·
CN(C)Cc1ccccc1,·,-7.2%,28.8%[21.7 µM],·,·
Nc1cc(S(=O)(=O)O)ccc1O,·,25.9%,?,·,·
C1CCC2OC2C1 (centres undefined),·,-9.8%,-2.3%[21.7 µM],·,·
CC(=O)c1ccccc1[N+](=O)[O-],·,-13.0%,13.7%[21.7 µM],·,·
Oc1ccccc1,·,9.0%,9.8%[21.7 µM],·,·
Nc1nc2ccccc2[nH]1,·,1.4%,-2.0%[21.7 µM],·,·
Cc1ccc(N(C)C)cc1,·,11.5%,13.0%[21.7 µM],·,·
c1ccc2c(c1)[nH]c1ccccc12,·,-6.8%,5.5%[21.7 µM],·,·
O=C(/C=C/c1ccc(O)c(O)c1)O[C@@H](C(=O)O)[C@@H](OC(=O)/C=C/c1ccc(O)c(O)c1)C(=O)O,·,17.1%,?,·,·
CCCCCCCCCCCCOCC1CO1 (centres undefined),·,10.4%,8.7%[21.7 µM],·,·
CC(=O)c1cc(C)oc1C,·,-7.7%,-0.9%[21.7 µM],·,·
CC(C)(c1cc(Br)c(OCC(Br)CBr)c(Br)c1)c1cc(Br)c(OCC(Br)CBr)c(Br)c1 (centres undefined),·,0.4%,-4.9%[21.7 µM],·,·
C=C(C)C(=O)OC,·,9.4%,-7.9%[21.7 µM],·,·
FC(F)(F)c1cccc(Cl)c1,·,14.5%,5.6%[21.7 µM],·,·
O=C1OC(=O)c2ccccc21,·,2.5%,1.3%[21.7 µM],·,·
Nc1nc2ccc([N+](=O)[O-])cc2s1,·,8.6%,22.5%[21.7 µM],·,·
Nc1ccc(F)cc1F,·,4.1%,13.7%[21.7 µM],·,·
CCC(C)O (centres undefined),·,15.2%,6.8%[21.7 µM],·,·
Cc1ccco1,·,-3.1%,-9.9%[21.7 µM],·,·
C[C@@H]1CC2(OC(O)[C@]3(C)O[C@H]23)O[C@H]2C[C@@]3(C)[C@@H]4CC[C@H]5C(C)(C)C(O[C@@H]6OC[C@@H](O)[C@H](O)[C@H]6O)CC[C@@]56C[C@@]46CC[C@]3(C)[C@@H]12 (some centres undefined),·,5.7%,17.5%[21.7 µM],·,·
CC=C(Cl)Cl,·,-11.0%,-5.3%[21.7 µM],·,·
CC(=O)OC1CC(C)OC(C)O1 (centres undefined),·,21.2%,18.8%[21.7 µM],·,·
Cc1cc2nc3c(=O)[nH]c(=O)nc-3n(C[C@H](O)[C@H](O)[C@H](O)CO)c2cc1C,·,?,-1.2%[21.7 µM],·,·
Cc1ccc(C#N)cc1,·,0.0%,1.7%[21.7 µM],·,·
O=[N+]([O-])c1ccc(NCCO)c(OCCO)c1,·,1.6%,2.3%[21.7 µM],·,·
C=C(C)C1CC=C(C)C(OC(C)=O)C1 (centres undefined),·,4.9%,12.3%[21.7 µM],·,·
O=C(O)CNC(=O)c1ccc(CO)o1,·,7.4%,6.3%[21.7 µM],·,·
CC(C=O)Cc1ccc(C(C)(C)C)cc1 (centres undefined),·,-3.3%,7.7%[21.7 µM],·,·
CCC(O)OC(O)CC (centres undefined),·,-8.8%&4.1%,1.9%&11.1%[21.7 µM],·,·
NC(=O)Nc1nc2ccccc2[nH]1,·,9.1%,3.8%[21.7 µM],·,·
CCCCC(=O)N(C)C,·,-7.1%,-2.9%[21.7 µM],·,·
CC/C(=C(\c1ccccc1)c1ccc(OCCN(C)C)cc1)c1ccc(O)cc1,·,-1.7%,6.8%[21.7 µM],·,·
C1CCCC1,·,5.6%,-1.9%[21.7 µM],·,·
NC(=O)c1ccc([N+](=O)[O-])cc1,·,4.6%,-0.3%[21.7 µM],·,·
CC(=O)OC(C)C,·,-7.5%,2.6%[21.7 µM],·,·
CNC(=O)c1ccccc1,·,8.6%,6.5%[21.7 µM],·,·
C=C1[C@@H]2CC[C@H](C2)C1(C)C,·,·,9.2%,-9.5%,·
CC1CCC(O)C/C1=C\C=C1/CCCC2(C)C1CCC2C(C)/C=C/C(C)C(C)C (centres undefined),·,·,7.1%,-18.5%,·
CCOc1cc(N)c(Cl)cc1C(=O)NCC1CN(Cc2ccc(F)cc2)CCO1 (centres undefined),·,·,9.4%,6.4%,·
O=C(O)c1ccc(Cl)c(S(=O)(=O)Nc2ccccc2)c1,-1.8%,·,·,·,-0.2%
CN(C)S(=O)(=O)c1ccc(/C(O)=C2/C(=O)C(=O)N(CCN3CCCCC3)C2c2cccnc2)cc1 (centres undefined),0.3%,·,·,·,11.2%
CCOC(=O)CCN1CCN(C(=O)c2ccc(-n3c(=O)c(=O)[nH]c4ccccc43)cc2)CC1,1.9%,·,·,·,-4.2%
COc1ccc(S(=O)(=O)N(C)CC(=O)O)cc1C,-0.3%,·,·,·,-0.1%
COc1ccc(-n2nnc3c(SCC(=O)N4CCCc5ccccc54)ncnc32)cc1,-0.8%,·,·,·,6.6%
O=C(N/N=C/c1ccc(O)cc1O)c1cc(-c2ccccc2)n[nH]1,1.2%,·,·,·,-2.5%
Cc1cccc(NS(=O)(=O)c2cc(C(=O)O)ccc2Cl)c1,2.0%,·,·,·,-0.2%
CCOc1cccc(-c2cc(C(=O)N/N=C/c3cccc(OC)c3O)[nH]n2)c1,0.3%,·,·,·,8.9%
Cc1cccc(CN2CCN(c3ccccn3)CC2)c1,3.3%,·,·,·,3.8%
CCN(CC)CCCC(C)NC(=O)c1ccc(-n2c(=O)c(=O)[nH]c3ccccc32)cc1 (centres undefined),-0.6%,·,·,·,-3.7%
O=C(NC1CCN(Cc2ccccc2)C1)c1ccc(Cc2nc3ccccc3[nH]2)cc1 (centres undefined),-0.6%,·,·,·,-3.0%
CCOc1ccc(-c2cc(C(=O)N/N=C/c3ccc(O)c(OC)c3)[nH]n2)cc1,-7.5%,·,·,·,-1.6%
Cc1cc(C)c(S(=O)(=O)Nc2ccccc2C(=O)O)cc1C,2.0%,·,·,·,-3.0%
CC1CCCCN1CCCNC(=O)c1ccc(Cc2nc3ccccc3[nH]2)cc1 (centres undefined),-2.1%,·,·,·,-1.2%
O=C(NCCCN1CCOCC1)c1ccc(-n2c(=O)c(=O)[nH]c3ccccc32)cc1,-1.6%,·,·,·,-1.7%
O=C(c1csc2c1CCCC2)n1cccn1,3.7%,·,·,·,-3.0%
O=C(NCCN1CCCC1)c1ccc(-n2c(=O)c(=O)[nH]c3ccccc32)cc1,-2.6%,·,·,·,0.7%
O=C(NCCN1CCCCC1)c1ccc(-n2c(=O)c(=O)[nH]c3ccccc32)cc1,1.1%,·,·,·,-0.8%
O=C(Oc1ccccc1)n1c(=O)oc2ccc(Cl)cc21,1.3%,·,·,·,-2.6%
O=C(O)c1ccc(Cl)c(S(=O)(=O)Nc2ccccc2F)c1,1.4%,·,·,·,-4.0%

# Compound profiles, as listed above.
# `O=C(NCCN1CCCC1)c1ccc(-n2c(=O)c(=O)[nH]c3ccccc32)cc1` is entered as KinaseGlo FLuc = -2.6%; IMPase Li cell = ·; CBFb-RUNX1 inh = ·; HttQ103 aggreg = ·; Epigenetic reg = 0.7%
# `Cc1cccc(CN2CCN(c3ccccn3)CC2)c1` is entered as KinaseGlo FLuc = 3.3%; IMPase Li cell = ·; CBFb-RUNX1 inh = ·; HttQ103 aggreg = ·; Epigenetic reg = 3.8%

# The list goes on:
SMILES,KinaseGlo FLuc,IMPase Li cell,CBFb-RUNX1 inh,HttQ103 aggreg,Epigenetic reg
COc1ccc(S(=O)(=O)Nc2ccccc2C(=O)O)cc1,3.4%,·,·,·,-2.3%
CCN1CCCC1CNC(=O)c1ccc(Cc2nc3ccccc3[nH]2)cc1 (centres undefined),1.7%,·,·,·,-1.6%
O=C(NCCO)c1ccc(-n2c(=O)c(=O)[nH]c3ccccc32)cc1,-0.9%,·,·,·,0.8%
CN(C)CCCCNC(=O)c1ccc(Cc2nc3ccccc3[nH]2)cc1,-3.7%,·,·,·,-1.9%
O=C(N/N=C/c1ccccc1O)c1cc(-c2ccccc2)n[nH]1,-2.3%,·,·,·,-5.7%
O=C(O)c1ccc(NS(=O)(=O)c2cccc3ccccc23)cc1,-0.5%,·,·,·,-7.9%
O=C(O)c1cc(S(=O)(=O)Nc2cccc(F)c2)ccc1Cl,4.5%,·,·,·,2.4%
COCCN(CCOC)C(=O)c1ccc(Cc2nc3ccccc3[nH]2)cc1,1.7%,·,·,·,-2.2%

# Structures from the list above that have sulfur, in the order listed:
SMILES,KinaseGlo FLuc,IMPase Li cell,CBFb-RUNX1 inh,HttQ103 aggreg,Epigenetic reg
Nc1cc(S(=O)(=O)O)ccc1O,·,25.9%,?,·,·
Nc1nc2ccc([N+](=O)[O-])cc2s1,·,8.6%,22.5%[21.7 µM],·,·
O=C(O)c1ccc(Cl)c(S(=O)(=O)Nc2ccccc2)c1,-1.8%,·,·,·,-0.2%
CN(C)S(=O)(=O)c1ccc(/C(O)=C2/C(=O)C(=O)N(CCN3CCCCC3)C2c2cccnc2)cc1 (centres undefined),0.3%,·,·,·,11.2%
COc1ccc(S(=O)(=O)N(C)CC(=O)O)cc1C,-0.3%,·,·,·,-0.1%
COc1ccc(-n2nnc3c(SCC(=O)N4CCCc5ccccc54)ncnc32)cc1,-0.8%,·,·,·,6.6%
Cc1cccc(NS(=O)(=O)c2cc(C(=O)O)ccc2Cl)c1,2.0%,·,·,·,-0.2%
Cc1cc(C)c(S(=O)(=O)Nc2ccccc2C(=O)O)cc1C,2.0%,·,·,·,-3.0%
O=C(c1csc2c1CCCC2)n1cccn1,3.7%,·,·,·,-3.0%
O=C(O)c1ccc(Cl)c(S(=O)(=O)Nc2ccccc2F)c1,1.4%,·,·,·,-4.0%
COc1ccc(S(=O)(=O)Nc2ccccc2C(=O)O)cc1,3.4%,·,·,·,-2.3%
O=C(O)c1ccc(NS(=O)(=O)c2cccc3ccccc23)cc1,-0.5%,·,·,·,-7.9%
O=C(O)c1cc(S(=O)(=O)Nc2cccc(F)c2)ccc1Cl,4.5%,·,·,·,2.4%
